Compound activity from PubChem.
TRHR agonist: agonists of human TRH receptor; P34981; 360,000 compounds, 0.18% hits; TRHR cells, calcium flux fluo-8, FDSS agonist mode; activation, % at 2 µM; in the data active = activation above about 30%; note: 0% is about no effect
Target sequence (P34981 whole entry, looked up): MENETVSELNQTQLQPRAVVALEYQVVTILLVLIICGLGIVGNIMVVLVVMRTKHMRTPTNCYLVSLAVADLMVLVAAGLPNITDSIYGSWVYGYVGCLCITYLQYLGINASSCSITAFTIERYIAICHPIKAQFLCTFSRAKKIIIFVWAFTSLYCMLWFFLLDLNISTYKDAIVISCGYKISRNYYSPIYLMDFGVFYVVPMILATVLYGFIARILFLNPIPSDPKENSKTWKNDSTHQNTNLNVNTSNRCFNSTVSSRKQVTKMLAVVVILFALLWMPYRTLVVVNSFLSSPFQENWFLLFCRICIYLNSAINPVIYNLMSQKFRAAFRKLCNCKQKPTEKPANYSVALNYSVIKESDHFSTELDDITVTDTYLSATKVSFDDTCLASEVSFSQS
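In this calcium-flux screen, cells bearing human TRHR are dye-loaded with fluo-8, baselined for 10 cycles, then exposed to library compounds; positive kinetic calcium responses during the agonist phase mark hits, with TRH as control.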
TrxR1 substrate: substrates of rat thioredoxin reductase 1. Potency, µM (top dose mostly 114 µM), without a hit: at the top dose activity change, negative = substrate turnover. 390,000 compounds, 0.01% hits. purified TrxR1 substrate turnover, NADPH consumption readout; note: potency is the fitted concentration of half-maximal effect; % is set by controls: 0 for no effect and ±100 for the full control effect; nearly all actives have a fitted effect of over 50% in size
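Rat TrxR1, dispensed at 90 nM, was prereduced with 400 uM NADPH (final) for 5 min at ~22 deg C, then incubated with compound 15 min before 400 uM selenite. A first-read NADPH fluorescence drop versus no-compound background flagged substrates.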
mIDH1 inhibitor: inhibitors of human mutant IDH1 R132H; IDH1-R132H enzyme, NADPH consumption, diaphorase/resazurin fluorescence; Potency, µM (titrated, usually from 76.6 µM), without a hit: at the highest dose activity change, negative = inhibition, hits mostly inhibitors; 390,000 compounds, 0.093% hits; AID 602179; note: potency is the fitted concentration of half-maximal effect; % is set by controls: 0 for no effect and ±100 for the full control effect; nearly all actives have a fitted effect of over 65% in size
Target sequence (O75874 whole entry R132H, stated change not applied): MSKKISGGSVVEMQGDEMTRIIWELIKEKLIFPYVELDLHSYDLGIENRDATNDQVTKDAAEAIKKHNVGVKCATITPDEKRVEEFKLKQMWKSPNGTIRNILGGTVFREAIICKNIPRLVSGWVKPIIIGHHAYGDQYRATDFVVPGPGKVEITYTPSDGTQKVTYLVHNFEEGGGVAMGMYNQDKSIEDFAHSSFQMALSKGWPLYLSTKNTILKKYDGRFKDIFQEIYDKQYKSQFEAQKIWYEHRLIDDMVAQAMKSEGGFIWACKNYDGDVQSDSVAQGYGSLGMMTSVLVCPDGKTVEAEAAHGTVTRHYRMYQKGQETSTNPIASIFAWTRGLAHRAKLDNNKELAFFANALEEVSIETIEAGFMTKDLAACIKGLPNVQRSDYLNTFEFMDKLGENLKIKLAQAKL
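IDH1-R132H (0.5 ug/mL dispensed) in pH 7.5 Tris buffer was preincubated 30 min with compound, then given a substrate mix of 0.016 mM NADPH and 2 mM alpha-KG for 80 min at room temperature; remaining NADPH was read by diaphorase/resazurin fluorescence.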
D2 antag: antagonizes the human D2 dopamine receptor; 340,000 compounds, 2% hits; inhibition, % at 10 µM; P14416; AID 485344; HEK293 TREx D2 cells, calcium flux, dopamine EC80; in the data active = inhibition above about 30%; note: 0% is about no effect
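Compounds are added to dye-loaded, induced HEK293 T-REx cells coupled to calcium release via D2; after a 3 min kinetic read an EC80 dopamine stimulus is given and fluorescence is recorded for 3 more min.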
TrxR1 inh: inhibitors of rat thioredoxin reductase 1; O89049; Potency, µM (titrated, usually from 114 µM), for inactives: top-dose activity change, negative = inhibition, usual class: inhibitors; 390,000 compounds, 1% hits; recombinant rTrxR1, NADPH fluorescence consumption, selenite substrate; note: potency is the fitted concentration of half-maximal effect; % is set by controls: 0 for no effect and ±100 for the full control effect; nearly all actives have a fitted effect of over 65% in size
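Rat TrxR1 (90 nM in the dispensed reagent) was pre-reduced with 400 uM NADPH for 5 min at room temperature, then incubated with compound for 15 min. After 400 uM selenite was added, NADPH fluorescence (Ex 340/Em 450 nm) was followed for 8 min.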
USP1 inh: inhibitors of human USP1/UAF1 deubiquitinase | Potency, µM (series often up to 57.1 µM), without a hit: at the top dose activity change, negative = inhibition, most hits filed as inhibitors | 390,000 compounds, 0.23% hits | recombinant USP1/UAF1, Ub-Rhodamine cleavage fluorescence | O94782 | AID 743255; note: potency is the fitted concentration of half-maximal effect; % is set by controls: 0 for no effect and ±100 for the full control effect; nearly all actives have a fitted effect of over 60% in size; inactives centre near -12
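USP1/UAF1 complex (1 nM) preincubated 15 min at room temperature with compound, then Ub-Rho substrate (150 nM final) added. Kinetic fluorescence at 480/540 nm over 6 reads at 60 s intervals; 50 mM HEPES pH 7.8, 0.5 mM EDTA, 0.1 mg/ml BSA, 1 mM TCEP, 0.01% Tween-20.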
PI4K2A block: blocks human PI4K2A kinase activity; 420,000 compounds, 0.13% hits; purified PI4K2A, ADP-Glo luminescence, 1 h; stronger effect = lower value; AID 1346378; activity change, negative = inhibition, % at 76.9 µM; in the data active = activity change below about -50%; inconclusive = mostly about -30% to -49%;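 note: -100% = wells without enzyme as full effect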
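ADP-Glo luminescence measured ADP generated by PI4K2A enzyme (4 ug/mL before mixing) with 1.2 mM PI substrate (pre-mix) and 300 microM ATP (pre-mix). Tris pH7.5 buffer with MgCl2, Triton X-100; 1 h reaction at ambient temperature.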
D2 agonist: agonists of human D2 dopamine receptor. P14416. HEK293 T-REx D2 cells, calcium flux agonist mode. activation, % at 2 µM. 340,000 compounds, 0.53% hits;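 active = activation over 3 SD above normal in the single-dose calcium agonist read, cut at about 30% in these data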; note: 0% is about no effect
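Tetracycline-induced HEK293 Trex cells with D2 receptor force-coupled to calcium signaling, plated overnight at 30 C and loaded with no-wash calcium dye. Calcium flux read kinetically for 180 s after compound addition; responses flag agonists.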
TRHR PAM: allosterically enhances the human TRH receptor; P34981; TRHR cells, fluo-8 calcium fluorescence, EC20 TRH enhancement; 360,000 compounds, 0.66% hits; enhancement, % at 2 µM; in the data active = enhancement above about 30%; note: 0% is about no effect
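Enhancer read-out: after compound pinning and an initial kinetic agonist-mode read, an EC20 of TRH (10 nM final) was injected and fluo-8 calcium signal (Ex 480/Em 530) followed at 1 s/cycle for 100 cycles in TRHR-expressing cells.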
The depositor's hits bear a star; ? = inconclusive; . = no result given; [ ] = remark or other dose. Unless noted, calls come from the whole dose curve; as a rule, active = well fitted inhibition curve with a large enough effect; inconclusive = small, poorly fitted or top-dose-only effect; inactive = no such curve, though single readings can be large or run the other way.

Structure	TRHR agonist	TrxR1 substrate	mIDH1 inhibitor	D2 antag	TrxR1 inh	USP1 inh	PI4K2A block	D2 agonist	TRHR PAM
CCOC(=O)CSC1=Nc2ccccc2C2=NC(CCC(=O)NCc3ccc(OC)cc3)C(=O)N12 (configuration not stated)	-0.6	-4%[57.1 µM]	8%	.	13%[57.1 µM]	2%	4	-0.4	1
Clc1ncc(CSc2ccccc2)s1	-0.3	9%[57.1 µM]	-1%	6	27%[57.1 µM]	-19%	2	-1.1	0
CCCNC(=O)c1ccc2c(=O)c(O)c(-c3ccc(F)cc3)[nH]c2c1	2.0	9%	-5%	.	1%[57.1 µM]	?	2	.	2
COc1cc(-c2nnc3sc(C4CCCCC4)nn23)cc(OC)c1OC	-1.8	10%[57.1 µM]	-2%	-1	6%[57.1 µM]	-2%	13	-0.2	6
COc1ccc(Br)cc1CN(C)CC(=O)Nc1cc([N+](=O)[O-])ccc1OC	0.0	-2%[57.1 µM]	3%	-11	11%[57.1 µM]	-11%	8	0.1	9
O=C(O)CCNc1cc(N2CCN(C(=O)c3ccco3)CC2)c2noc3c2c1C(=O)c1ccccc1-3	-0.1	-8%	11%	3	35µM*	14µM*	-61*	4.8	9
COc1cccc(Cn2c(CNC(=O)C(C)C)nc3cccnc32)c1	0.5	2%[57.1 µM]	-5%	.	27%[57.1 µM]	-4%	0	1.0	21
Cc1ccc(C(=O)C(=O)c2ccc(C)c(N)c2)cc1N	-0.4	12%[57.1 µM]	-9%	15	15%[11.4 µM]	1%	1	-0.4	1
CCn1c(=O)c(C(=O)NNC(=O)c2cccc(Cl)c2)c(O)c2ccccc21	3.3	1%[57.1 µM]	-7%	12	10%[57.1 µM]	-22%	0	18	-9
CCc1cc(C)cc(OCCOc2ccccc2/C=N/NC(C)=O)c1	-0.7	-5%	0%	1	6%	-2%	0	-1.6	-3
CC1=CC2C(C(O)CC3(C)C2CC(C)C32OCOC23COCO3)C2(C)C/C(=C\O)C(=O)C=C12 (configuration not stated)	.	-3%[11.4 µM]	0%	.	8%[11.4 µM]	-11%	1	.	.
COc1ccc(/C=C2/C(=O)ON=C2C)cc1Br	-0.3	-2%[57.1 µM]	9%	1	-37%	-15%	-6	0.2	-2
CC1(C)CC2c3cccc(C(=O)O)c3C(=O)N2c2c1ccc1ccccc21 (configuration not stated)	-0.1	-5%	0%	9	-3%	-15%	-10	-3.0	2
Cc1cccc(-c2ncc(CN3CCN(CCC(C)C)C(CCO)C3)cn2)c1 (configuration not stated)	-2.9	9%[57.1 µM]	2%	-11	20%[11.4 µM]	-12%	-1	-0.6	3
COC(=O)C1CCN(CC(=O)N(C)c2c(N)n(Cc3ccccc3)c(=O)[nH]c2=O)CC1	0.1	-1%	-2%	.	17%	-6%	8	.	-2
CC(NC(=O)c1ccc(C(F)(F)F)cc1)C(c1ccccc1)N1CCOCC1 (configuration not stated)	-1.3	-4%	7%	-20	14%	-18%	-3	-0.4	12
O=C(CCCN1C(=O)/C(=C/c2cccs2)SC1=S)Nc1cc([N+](=O)[O-])ccc1O	-0.3	3%	-18%	-6	13%	?	7	-0.5	-2
COC(=O)CCc1c[nH]c2ccc([N+](=O)[O-])cc12	.	8%[57.1 µM]	0%	.	13%[57.1 µM]	-15%	1	.	.
C=CCn1c(CCC(O)CCCCC)n[nH]c1=S (configuration not stated)	0.9	9%	6%	-3	-10%	-21%	0	0.2	-3
CCN(CC(=O)NCc1cccs1)CC(=O)Nc1c(Cl)ccc(C)c1Cl	-0.5	6%	3%	6	25%	-7%	3	-0.3	-4
COc1cccc(OC)c1C(=O)Nc1nnc(-c2cccs2)s1	0.5	5%[11.4 µM]	-3%	17	-22%[57.1 µM]	-19%	0	1.9	-2
CC1(C)Cc2cccc(OCC(=O)NCCOc3ccccc3)c2O1	0.3	9%[57.1 µM]	4%	-8	21%[57.1 µM]	-16%	-1	-0.3	-5
COc1ccc(CCNC(=O)CSc2nc3sc(C(=O)O)c(C)c3c(=O)[nH]2)cc1OC	-2.1	-2%	-2%	1	-6%	7%	0	-0.4	13
CCOC(=O)C1CCN(S(=O)(=O)c2ccc3[nH]c(=O)ccc3c2)CC1	0.2	2%[57.1 µM]	1%	0	10%[57.1 µM]	-9%	-8	1.5	-4
NC(=O)C1CCN(c2oc(-c3ccccc3)nc2S(=O)(=O)c2ccc(Br)cc2)CC1	0.1	9%	6%	.	?	-5%	2	.	5
O=C(CCCN1C(=O)/C(=C/c2ccccc2Cl)SC1=S)NNC(=O)c1ccncc1	1.6	6%[57.1 µM]	-2%	7	10%[57.1 µM]	-14%	-3	0.9	-10
O=C(Nc1cc(S(=O)(=O)N2CCCCCC2)ccc1OCC(F)(F)F)C1CCC1	-1.0	-3%	9%	-10	-4%	-17%	0	-0.2	3
CC(C)(C)n1nc2c(c1NC(=O)c1ccc(S(=O)(=O)N3CCCC3)cc1)CS(=O)C2 (configuration not stated)	0.8	1%	1%	6	7%	-13%	-1	1.1	-12
CC1(C(=O)Nc2ccc3c(c2)OCCO3)CC1(Cl)Cl (configuration not stated)	0.3	4%	-12%	-10	16%	-22%	0	0.5	0
C=CCn1c(-c2cc(OC)c(OC)c(OC)c2)n[nH]c1=S	-1.2	9%	2%	-2	-18%	-22%	1	-0.2	6
C#CCOc1ccc(Br)cc1C(c1c(C)[nH][nH]c1=O)c1c(C)[nH][nH]c1=O	-2.1	1%	-11%	7	1%	-24%	0	-0.4	0
COc1ccccc1C1CCCN1Cc1nc(-c2ccc(C)s2)oc1C (configuration not stated)	-0.4	13%[57.1 µM]	2%	-21	7%[57.1 µM]	-8%	7	0.5	10
COc1ccc(C2=CN(Cc3ccccc3)CCC2=O)cc1	.	7%	12%	.	4%	?	-7	.	.
COc1cc(C(=O)Nc2ccc3c(c2)ncn3C(C)(C)C)cc(OC)c1OC	-0.8	-5%	5%	-13	7%	-4%	-2	0.4	1
Cc1csc(NC(=S)Nc2cccc(Cl)c2)n1	0.4	-2%	3%	32*	14µM*	-13%	-4	0.2	7
COc1ccc(CCNc2c(N)n(Cc3ccccc3)c(=O)[nH]c2=O)cc1OC	-0.2	2%[57.1 µM]	2%	-14	-11%[57.1 µM]	-14%	5	0.0	0

The last 2 compounds of the section above lead into the next:
Structure	TRHR agonist	TrxR1 substrate	mIDH1 inhibitor	D2 antag	TrxR1 inh	USP1 inh	PI4K2A block	D2 agonist	TRHR PAM
Cc1csc(NC(=S)Nc2cccc(Cl)c2)n1	0.4	-2%	3%	32*	14µM*	-13%	-4	0.2	7
COc1ccc(CCNc2c(N)n(Cc3ccccc3)c(=O)[nH]c2=O)cc1OC	-0.2	2%[57.1 µM]	2%	-14	-11%[57.1 µM]	-14%	5	0.0	0
CCN1C[C@@H]2[C@@H]3C(=O)N(C)C(=O)[C@@H]3[C@](Cc3ccccc3)(C1=O)N2C(=O)c1ccccc1	.	-2%[57.1 µM]	0%	.	-8%[57.1 µM]	-19%	0	.	.
Cc1onc(-c2c(Cl)cccc2Cl)c1C(=O)Nc1ccc(C(N)=O)cc1	0.1	-7%	-1%	-22	-6%	-13%	-5	0.6	5
COc1ccc(C)cc1NC(=O)c1cc2ccccc2cc1OCC(=O)NCc1ccco1	-0.8	18%	-1%	-3	-2%	-12%	-3	0.1	12
NC(=O)Cc1ccc(C(=O)c2ccc(F)cc2)s1	0.3	0%[57.1 µM]	8%	-15	-5%[57.1 µM]	-25%	8	1.3	-3
Cn1nc(-c2ccc(Cl)cc2)c2cc(C(=O)NCCN3CCOCC3)sc21	-0.5	27%	6%	13	29%	-13%	-3	-1.1	10
c1coc(Cn2c(-c3ccco3)nc3ccccc32)c1	-0.2	27%	-1%	-2	3.2µM*	1%	-12	-0.5	3
Cc1cc(C)nc(CCNC(=O)c2cc(COc3ccc(F)cc3F)on2)n1	-0.6	-17%[57.1 µM]	10%	-7	6%[57.1 µM]	3%	3	0.3	0
CCOC(=O)c1c(C)[nH]c(C)c1C(=O)COC(=O)[C@@H](NC(=O)c1ccco1)C(C)C	.	-4%[57.1 µM]	3%	.	7%[57.1 µM]	-19%	-3	.	.
COc1cccc(/C=C2/C(=O)NN(c3ccc(Br)cc3)C2=O)c1O	0.4	-4%	3%	-7	?	-28%	-2	-0.3	-2
O=C(CN1CCCCCC1)Nc1c(Cl)cc(Cl)cc1Cl	-1.1	-5%	-1%	-8	-2%	1%	3	-1.6	2
COc1ccccc1NC(=O)C1=C(C)Nc2nnnn2C1c1ccccc1OC (configuration not stated)	0.6	12%	1%	0	8%[57.1 µM]	-13%	8	0.0	-8
COc1cccc(/C=C/C(=O)OCC(=O)c2c[nH]c3ccccc23)c1OC	0.4	17%	-5%	22	-18%	-9%	3	0.3	1
Cc1ccc(C(=O)N/C(=C\c2cccs2)c2nc3ccccc3[nH]2)cc1	-0.4	12%	4%	23	22%	-7%	-6	2.2	-12
Cc1ccc(C(=O)N2CCN(Cc3ccc4c(c3)OCO4)CC2)cc1[N+](=O)[O-]	-1.1	0%[57.1 µM]	0%	-33	5%[57.1 µM]	-19%	-3	-0.1	-2
CC(OC(=O)CNS(=O)(=O)c1ccc(C#N)cc1)C(=O)Nc1cccc(C#N)c1 (configuration not stated)	-0.1	-11%	4%	16	-6%	-19%	-2	-1.2	-3
O=C(CNc1cccc2ccccc12)N/N=C/c1ccccn1	-0.1	11%	2%	4	4%[57.1 µM]	-26%	0	1.0	0
CC(OCCN(C)C)C(=O)C12CC3CC(CC(C3)C1)C2 (configuration not stated)	0.8	-3%	-1%	-11	25%	0%	-1	0.9	0
